# GSTO1 inh – blocks human GSTO1 in RBBP9 counter-screen | inhibition, % at 5.96 µM | AID 1974 | 1.1% of 300,000 active | recombinant GSTO1, activity-based probe fluorescence polarization | P78417;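 active = inhibition above the campaign mean inhibition plus 3 SD, cut at about 35% in these data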;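 also: 0% = GSTO1-1 with DMSO and 100% = wells lacking GSTO1-1 enzyme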
# GLD-1 TGE inh – GLD-1-TGE RNA interaction inhibition (C. elegans) | Q17339 | purified GLD-1 + fluorescein TGE RNA, fluorescence polarization | inhibition, % at 5.96 µM | 0.44% of 320,000 active | AID 2280;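 active = percent inhibition above a per-plate cutoff, the plate mean of test compounds plus 3 SD, cut at about 30% in these data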;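 also: 0% = DMSO wells with GLD-1 and probe and 100% = wells lacking GLD-1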
# Fam108B counter – counter-screen for RBBP9 inhibitors: inhibitors of mouse Fam108B | recombinant Fam108B, FP-Rh probe fluorescence polarization | inhibition, % at 9.51 µM | 0.33% of 300,000 active | AID 1947;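 active = inhibition above the screen mean inhibition plus 3 SD, computed separately per campaign, cut at about 18% in these data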;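 also: inhibitors lower polarization as less probe binds the enzyme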
# PME-1 primary – blocks human protein phosphatase methylesterase 1. Q9Y570. recombinant PME-1, FP-Rh probe fluorescence polarization. inhibition, % at 5.9 µM. 0.53% of 320,000 active;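 active = inhibition above the campaign mean of all compounds plus 3 SD, cut at about 26% in these data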;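 also: competitive labeling of PME-1 active site by serine hydrolase directed probe; 0% = PME-1 with DMSO and 100% = wells lacking PME-1 enzyme; inhibitors block probe labeling so polarization falls and inhibition rises; many of its hits are not listed in these tables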
# MEX-5 binding – C. elegans MEX-5 TCR-2 RNA binding activity; Q9XUB2; MEX-5/FITC-TCR2 RNA binding, fluorescence polarization; stronger effect = lower value; activity score (negative = inhibition of binding), % at 10 µM; 0.38% of 300,000 active; AID 1832;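 active = inhibition past about -25% in most replicates, and total fluorescence under double the plate's negative control median, limit read from the data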;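 also: 0% = DMSO and -100% = 5 µM competing unlabeled TCR2 RNA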
# Target sequence (Q9XUB2 whole entry, looked up): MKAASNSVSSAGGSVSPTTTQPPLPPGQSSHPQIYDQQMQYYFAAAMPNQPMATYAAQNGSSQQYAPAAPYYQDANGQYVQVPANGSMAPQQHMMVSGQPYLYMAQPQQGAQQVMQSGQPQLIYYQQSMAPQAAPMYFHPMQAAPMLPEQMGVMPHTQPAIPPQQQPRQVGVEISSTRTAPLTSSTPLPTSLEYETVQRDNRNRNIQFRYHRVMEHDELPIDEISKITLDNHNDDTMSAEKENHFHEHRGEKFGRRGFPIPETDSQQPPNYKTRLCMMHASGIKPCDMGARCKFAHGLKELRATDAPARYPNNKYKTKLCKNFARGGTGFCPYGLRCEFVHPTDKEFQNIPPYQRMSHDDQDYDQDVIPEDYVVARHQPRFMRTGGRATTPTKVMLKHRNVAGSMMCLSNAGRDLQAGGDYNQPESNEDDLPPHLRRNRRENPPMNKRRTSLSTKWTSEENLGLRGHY
# PAD4 inh – blocks human protein arginine deiminase 4. AID 485272. 0.41% of 330,000 active. inhibition, % at 6.36 µM. recombinant PAD4, RCA probe fluorescence polarization;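 active = percent inhibition above a cutoff equal to the mean of all tested compounds plus 3 SD, cut at about 15% in these data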;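 also: 0% = PAD4 with RCA probe and DMSO and 100% = probe without PAD4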
# Bcl-xL primary – Bcl-xL (human) inhibition; Q07817; GST-Bcl-xL / FITC-Bim BH3 peptide fluorescence polarization; inhibition, % at 10.9 µM; 0.7% of 320,000 active;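 active = inhibition above the mean of all tested compounds plus 3 SD, cutoff set per campaign, cut at about 30% in these data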;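 also: 0% = DMSO wells and 100% = unlabeled Bim-BH3 peptide competitor; inhibitors lower millipolarization by displacing the labeled peptide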
# MCL1-BIM inh – MCL1-BIM-BH3 interaction inhibition (human); 0.68% of 320,000 active; GST-MCL1 / FITC-Bim-BH3 fluorescence polarization; Q07820; inhibition, % at 10.9 µM; AID 2057;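 active = inhibition above the mean inhibition of all tested compounds plus 3 SD, set per campaign, cut at about 40% in these data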;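 also: 0% = DMSO wells and 100% = unlabeled Bim-BH3 peptide control; higher means more loss of mP so more displacement of Bim peptide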
# Target sequence (Q07820 whole entry, looked up): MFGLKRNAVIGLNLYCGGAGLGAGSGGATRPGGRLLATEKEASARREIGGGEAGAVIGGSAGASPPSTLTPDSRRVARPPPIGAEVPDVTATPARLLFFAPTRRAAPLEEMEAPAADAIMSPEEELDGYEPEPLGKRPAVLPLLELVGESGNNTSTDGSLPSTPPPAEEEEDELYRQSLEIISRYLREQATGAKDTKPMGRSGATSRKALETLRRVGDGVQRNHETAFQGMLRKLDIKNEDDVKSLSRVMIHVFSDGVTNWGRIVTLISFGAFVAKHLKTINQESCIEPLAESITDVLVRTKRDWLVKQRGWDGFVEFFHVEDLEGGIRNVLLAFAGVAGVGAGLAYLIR
# TPT1 inhibitor – inhibitors of Candida albicans tRNA 2'-phosphotransferase TPT1. 0.81% of 300,000 active. recombinant caTPT1, FP RNA substrate dephosphorylation. inhibition, % at 5 µM. AID 1962;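 active = inhibition above the mean of all tested compounds plus 3 SD, set per screening campaign, cut at about 24% in these data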;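 also: plate controls were DMSO alone for no effect and ferristatin control at 100 nM for full effect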
# The depositor's hits bear a star; . = no result given. Some of the compounds tested (hit frequency here may not be typical).
SMILES,GSTO1 inh,GLD-1 TGE inh,Fam108B counter,PME-1 primary,MEX-5 binding,PAD4 inh,Bcl-xL primary,MCL1-BIM inh,TPT1 inhibitor
O=C(CCCNC(=O)c1ccc(Cl)cc1)NCc1ccc(F)cc1,0,4,1,4,-1.2,-4,6,10,-4
CN(C)C(CNC(=O)CCNC(=O)c1ccccc1Cl)c1ccco1 (stereo not drawn),.,0,.,-2,.,2,6,7,.
COc1cc(/C=C/C(=O)OCC(=O)N(C)Cc2ccccc2)ccc1O,.,2,.,-3,.,-1,0,-7,.
CCS(=O)(=O)c1nc(S(=O)(=O)c2ccc(C)cc2)c(N2CCOCC2)s1,-7,-6,-4,3,1.0,-5,-1,-2,0
O=C(N/N=C/c1ccc(O)cc1)c1csc2ccccc12,1,1,2,9,-4.7,3,1,13,-2
C=CCc1cccc(/C=N/NC(=O)c2ccccc2Br)c1O,-5,10,-2,-6,2.1,-3,2,13,0
O=C(NNC(=O)C1CCC1)c1ccccc1F,-1,-2,0,1,1.2,3,-1,-3,1
CCOC(=O)c1cnc(-n2nc(C)cc2C)nc1NC1CCCCC1,1,4,-1,6,.,6,2,3,-6
Brc1ccccc1-c1nc2c3ccccc3ncn2n1,.,3,.,2,.,-2,7,10,.
C=CCNC(=O)Cc1c(OC)ccc2cc(Br)ccc12,8,1,1,-2,1.0,-3,-2,1,-2
COc1ccccc1C1C2=C(CC(C)(C)CC2=O)N(CC(=O)O)C2=C1C(=O)CC(C)(C)C2,6,5,1,1,-3.2,-3,9,8,-3
CC(C)CC(=O)Nc1nnc(S(=O)(=O)N2CCc3ccccc32)s1,-16,8,1,2,-5.0,-2,-1,0,-1
CN(C)c1ccc(C(=O)Nc2ccc(CN3CCS(=O)(=O)CC3)cc2)cc1,-1,2,-1,-3,-1.7,-2,3,-6,-1
Cc1ccccc1OCCCn1c(CO)nc2ccccc21,3,0,1,3,-1.7,1,7,1,5
FC(F)(F)c1cccc(-c2nnc(-c3ccccc3)c(N3CCOCC3)n2)c1,0,6,-4,-8,0.5,3,4,-2,-4
Cc1cccc(NC(=S)NNC(=O)c2ccccc2OC(F)F)c1,3,9,2,-4,-1.9,-1,8,12,-5
Cc1ccc2c(c1)C(=C(C#N)C#N)C(=O)N2CCN1CCOCC1,9,3,1,-2,0.2,2,6,6,2
CN1c2ccccc2N(C)C1(C)c1cccc2ccccc12,26,27,6,9,-4.3,-1,43*,27,14
O=C(Nc1ccc(S(=O)(=O)C(F)F)cc1)c1cccc(S(=O)(=O)N2CCOCC2)c1,-1,-5,1,-3,3.3,1,2,3,0
COc1ccc(Cn2c(SCc3ccccc3C)nc3cc(OC)c(OC)cc3c2=N)cc1,-5,-1,-1,1,-2.5,-1,9,9,2

# 13 entries from above in another layout.
# Every second line gives: GSTO1 inh	GLD-1 TGE inh	Fam108B counter	PME-1 primary	MEX-5 binding	PAD4 inh	Bcl-xL primary	MCL1-BIM inh	TPT1 inhibitor
CCOC(=O)c1cnc(-n2nc(C)cc2C)nc1NC1CCCCC1
    1	4	-1	6	.	6	2	3	-6
Brc1ccccc1-c1nc2c3ccccc3ncn2n1
    .	3	.	2	.	-2	7	10	.
C=CCNC(=O)Cc1c(OC)ccc2cc(Br)ccc12
    8	1	1	-2	1.0	-3	-2	1	-2
COc1ccccc1C1C2=C(CC(C)(C)CC2=O)N(CC(=O)O)C2=C1C(=O)CC(C)(C)C2
    6	5	1	1	-3.2	-3	9	8	-3
CC(C)CC(=O)Nc1nnc(S(=O)(=O)N2CCc3ccccc32)s1
    -16	8	1	2	-5.0	-2	-1	0	-1
CN(C)c1ccc(C(=O)Nc2ccc(CN3CCS(=O)(=O)CC3)cc2)cc1
    -1	2	-1	-3	-1.7	-2	3	-6	-1
Cc1ccccc1OCCCn1c(CO)nc2ccccc21
    3	0	1	3	-1.7	1	7	1	5
FC(F)(F)c1cccc(-c2nnc(-c3ccccc3)c(N3CCOCC3)n2)c1
    0	6	-4	-8	0.5	3	4	-2	-4
Cc1cccc(NC(=S)NNC(=O)c2ccccc2OC(F)F)c1
    3	9	2	-4	-1.9	-1	8	12	-5
Cc1ccc2c(c1)C(=C(C#N)C#N)C(=O)N2CCN1CCOCC1
    9	3	1	-2	0.2	2	6	6	2
CN1c2ccccc2N(C)C1(C)c1cccc2ccccc12
    26	27	6	9	-4.3	-1	43*	27	14
O=C(Nc1ccc(S(=O)(=O)C(F)F)cc1)c1cccc(S(=O)(=O)N2CCOCC2)c1
    -1	-5	1	-3	3.3	1	2	3	0
COc1ccc(Cn2c(SCc3ccccc3C)nc3cc(OC)c(OC)cc3c2=N)cc1
    -5	-1	-1	1	-2.5	-1	9	9	2

# Continued.
SMILES,GSTO1 inh,GLD-1 TGE inh,Fam108B counter,PME-1 primary,MEX-5 binding,PAD4 inh,Bcl-xL primary,MCL1-BIM inh,TPT1 inhibitor
Cn1c(=O)c([N+](=O)[O-])c(NCc2ccccc2Cl)c2ccccc21,-10,-3,-1,3,0.1,-8,4,-1,-7
O=C(NC(=O)c1cccc(Cl)c1)OC[C@@H]1CCCN2CCCCC12 (stereo partly drawn),1,0,1,-2,2.1,4,1,6,-2
CCc1nnc(NC(=O)C2COc3ccccc3O2)s1 (stereo not drawn),2,2,0,-4,0.5,-2,7,5,0
COc1ccc(CCNC(=O)c2ccncc2)cc1OC,2,3,-4,-4,0.9,-1,-6,-1,-6
Cn1c(SCC(=O)N2CC(=O)Nc3ccccc32)nc2ccccc2c1=O,.,0,.,6,.,0,5,4,.
Cc1noc(C)c1COC(=O)COc1ccc(C#N)cc1,5,0,0,3,-1.6,-1,5,4,0
CCC1CCCCN1S(=O)(=O)c1ccc(S(=O)(=O)N(Cc2ccccn2)CC2CCCO2)cc1 (stereo not drawn),-4,2,-2,-3,-0.7,-3,-1,-5,2
CC(C)(C(=O)c1ccccc1)/[N+]([O-])=C/c1ccccc1F,6,-8,2,0,.,0,1,6,2
Cc1ccn(-c2n[nH]c(C)c2[N+](=O)[O-])n1,2,0,-2,3,-7.1,-1,7,4,-3
COc1ccc(C(CNC(=O)c2oc3ccc(Br)cc3c2C)N2CCCCC2)cc1 (stereo not drawn),-5,5,-3,-3,-0.7,0,-11,-16,-1
O=C(NCc1cn2ccccc2n1)c1ccco1,10,7,2,-6,-0.7,1,10,9,-6
COc1ccccc1/C=C/C=N/N1CCN(Cc2ccccc2)CC1,3,-1,4,0,2.0,0,7,-7,-2
COc1cc(/C=C(/C#N)c2nc3ccccc3[nH]2)ccc1OCc1ccc(C(=O)O)o1,-18,3,0,-6,-1.7,-8,-3,-11,11
N#Cc1cc(C#N)c(SCC(=O)NCC2CCCO2)nc1N (stereo not drawn),5,3,-1,6,0.2,-2,7,2,-1
CCCOc1ccc(-c2c(C(=O)N/N=C(\C)c3ccncc3)nnn2-c2nonc2N)cc1,-2,9,-3,1,0.6,6,7,11,2
CCOC(=O)C1(CCCc2ccccc2)CCN(C(=O)CN2C(=O)CSC2=O)CC1,1,8,2,2,0.2,7,1,-2,-2
CCN1C(=O)C(CC(=O)Nc2c(C)cccc2C)Nc2cc(S(=O)(=O)N(C)C)ccc21 (stereo not drawn),11,-3,1,12,-0.9,-1,6,8,-1
NS(=O)(=O)c1ccc(NC(=S)N2CCN(c3ccccc3)CC2)cc1,3,8,-1,3,2.2,1,3,10,0
Cn1cc(SCC(=O)Nc2nc3ccccc3s2)c2ccccc21,-3,0,-5,-8,-1.8,-5,0,-4,2
O=C(Oc1ccc(NC(=O)c2cc3c(cc2Br)OCO3)cc1)c1ccccc1,-4,-2,1,-2,-1.6,0,4,2,-5
CC(C)C(NS(=O)(=O)c1cccc2nsnc12)C(=O)N1CCn2c1nc1ccccc12 (stereo not drawn),0,5,-2,-6,1.2,5,2,3,-1
Cc1ccc(NC(=O)N2CCC(c3nc4c(nnn4Cc4cccc(Cl)c4)c(=O)[nH]3)CC2)cc1,31,1,-1,15,1.4,-1,0,-1,-2
Cc1ccc(C2=CSC3=NNC4(CCCCC4)NN23)cc1,6,0,1,-5,5.4,-4,12,5,-5
O=C(CSc1nnc2ccccn12)c1ccc2c(c1)OCCO2,5,1,1,-1,1.0,-2,5,-5,-4
O=C(NNC(=O)c1ccccc1O)c1cc2ccccc2o1,14,-1,-6,-5,0.2,-3,2,4,1
COC(=O)CC1=C(C(=O)OC)C(c2cccc(OCC(N)=O)c2)C(C#N)=C(N)O1 (stereo not drawn),15,16,3,-4,-0.6,4,32*,33,-13
O=C(CC1Sc2ccccc2NC1=O)NNC(=O)Nc1ccc(Cl)cc1 (stereo not drawn),4,-2,0,0,0.6,1,6,5,0
O=C(COC(=O)c1cccc(O)c1)c1ccccc1,13,-1,-3,-7,0.7,2,1,0,-2
CC1CCC(=NNC(=O)Cc2ccccc2)CC1 (stereo not drawn),6,-3,-2,3,-0.2,-4,-3,-1,2
O=C(NCc1ccco1)c1cc2sccc2n1Cc1ccc(F)cc1,-6,6,-2,-4,-0.2,-4,4,10,1
COc1ccccc1N1CCN(C(=O)c2sc3nc(-c4ccc(F)cc4)cn3c2C)CC1,-1,-5,-6,-1,2.6,9,2,4,4
C=CCN1C(=O)CN=C1NCc1ccccc1,-10,5,-2,-1,1.5,2,2,4,-1
Cc1ccc(Nc2nc3ccccc3o2)cc1F,-5,0,1,5,-0.4,-5,6,-3,-4
Cc1cc(OCC(=O)NC(C)(C)C)ccc1Cl,-7,2,-2,0,1.5,-1,7,7,0
Cc1ccc2[nH]cc(CCNC(=O)Nc3ccccc3)c2c1,2,4,-1,2,1.0,-5,3,8,-1
CCCn1c(NC(=O)c2ccccc2)nc2ccccc21,-3,-1,-2,-1,-0.6,-6,-4,2,2
O=C(c1cc2cc(Br)ccc2o1)N1CCCC1,0,0,0,-1,2.0,2,1,10,-1
Cc1c(C)c2c(OCC(=O)N3CCC(C(=O)NCC(C)C)CC3)cc3c(c2oc1=O)CCC(C)(C)O3,0,-7,6,1,-0.6,-1,2,1,0
O=C(Nn1c(SCc2ccc([N+](=O)[O-])cc2)nc2ccccc2c1=O)c1ccc(F)cc1,-11,7,-20,-40,0.0,-7,-3,-2,2
Cc1ccc(CNC(=O)CCS(=O)(=O)Cc2ccc(C)cc2)cc1,5,-1,3,-3,1.1,-2,5,7,-2
C/C(=N\NC(=O)COc1cccc(Cl)c1)c1ccc2c(c1)OCCO2,1,-4,-4,-12,-1.6,-8,-1,3,2
CCN(c1ccc(C)c(C)c1)S(=O)(=O)c1ccc2c(c1)CCN2C(=O)CCC(=O)O,-1,5,-1,0,-0.5,-2,2,4,-3

# High-throughput results as filed in PubChem.
